Assay outcomes deposited in PubChem BioAssay by PCMD.
CatB mixtures = inhibitors of human cathepsin B in compound mixtures. Purified cathepsin B, AMC dipeptide fluorescence. inhibition, %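 (ten-compound pools at 5 µM per compound and 50 µM total)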. P07858. 0.06% of 62,000 active; in the data active means inhibition above about 22%, passing the limit was not always enough;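 further: 0% = enzyme without compound and 100% = no enzyme blank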
C1s block = blocks human complement C1s protease activity; purified C1s, fluorogenic AMC substrate, pooled mixtures; AID 538; P09871; 0.16% of 62,000 active; mean inhibition % of two 10-compound mixtures (active compounds read high), % at 5 µM (by protocol);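 active means inhibition above 20% in each of the two 10-compound mixture wells holding the compound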;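 further: 0% = enzyme wells lacking compound mixture and 100% = no-enzyme blank wells; some compounds called inactive have numbers as strong as hits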
Target sequence (P09871 16-437 limits assumed): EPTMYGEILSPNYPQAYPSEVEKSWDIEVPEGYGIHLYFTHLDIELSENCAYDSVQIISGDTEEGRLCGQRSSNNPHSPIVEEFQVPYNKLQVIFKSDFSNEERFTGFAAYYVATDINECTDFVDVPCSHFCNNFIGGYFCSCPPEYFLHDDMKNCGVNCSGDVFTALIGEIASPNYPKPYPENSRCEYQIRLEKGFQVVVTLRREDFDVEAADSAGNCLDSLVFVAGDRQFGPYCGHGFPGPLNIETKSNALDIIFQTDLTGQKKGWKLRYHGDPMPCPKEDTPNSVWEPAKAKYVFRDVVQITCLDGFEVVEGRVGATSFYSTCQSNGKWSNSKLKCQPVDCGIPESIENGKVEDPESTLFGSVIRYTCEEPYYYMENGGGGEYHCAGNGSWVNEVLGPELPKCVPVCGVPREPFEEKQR
Target sequence (P09871 438-688 limits assumed): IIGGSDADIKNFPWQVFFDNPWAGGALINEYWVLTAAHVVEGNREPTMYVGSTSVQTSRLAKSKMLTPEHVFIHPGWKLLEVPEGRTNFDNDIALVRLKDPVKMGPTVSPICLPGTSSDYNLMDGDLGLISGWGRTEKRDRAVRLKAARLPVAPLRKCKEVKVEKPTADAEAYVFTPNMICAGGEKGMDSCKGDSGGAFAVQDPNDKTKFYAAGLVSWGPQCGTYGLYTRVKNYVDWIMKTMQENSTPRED
CatB block = inhibitors of human cathepsin B; P07858; purified cathepsin B, fluorogenic substrate, fluorescence; inhibition, %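 (tested at 10 µM)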; 0.1% of 63,000 active; AID 453; in the data active means inhibition above about 21%;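 further: 0% = enzyme with no compound and 100% = no enzyme blank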
CatG inh = blocks human cathepsin G enzyme activity | P08311 | purified enzyme, AMC-tetrapeptide fluorescence, pooled mixtures | inhibition, % at 5 µM (by protocol) | 0.2% of 62,000 active;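 active means inhibition above 20% in each of the two mixture wells holding the compound; inactive means inhibition of 20% or less in either well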;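 further: 0% = enzyme control without mixture and 100% = blank lacking enzyme; strong numbers were not always called active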
AP ELISA ortho = alternative pathway complement inhibition, orthogonal assay; Human serum alternative complement pathway, LPS-coated ELISA, C3 deposition; tested in compound mixtures; inhibition, % at 5 µM; 0.08% of 62,000 active; AID 1235;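 active means inhibition above 30% in each of the two pooled mixtures holding the compound, so the lower value exceeds 30%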;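 further: 0% = serum in Mg-EGTA without compound and 100% = EDTA serum blank; some compounds past the cut are filed as inactive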
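Test system: human serum alternative complement pathway, C3 deposition on LPS-coated wells; also added: Plate-bound LPS; doses: 5 µM per compound in ten-compound mixtures; schedule: 1 h at 37 °C; detection: Anti-C3 ELISA, OD 450 nm; evaluation: percent inhibition of C3 deposition onto LPS; repeats: two pool placements per compound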
CatS inh = blocks human cathepsin S protease activity. P25774. recombinant cathepsin S, AMC dipeptide fluorescence, pooled mixtures. inhibition, %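 (tested at 5 µM per compound within 10-compound mixtures)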. 0.06% of 62,000 active; in the data active means inhibition above about 32%, passing the limit was not always enough;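 further: 0% = enzyme without compound and 100% = blank without enzyme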
Target sequence (P25774 115-331 limits assumed): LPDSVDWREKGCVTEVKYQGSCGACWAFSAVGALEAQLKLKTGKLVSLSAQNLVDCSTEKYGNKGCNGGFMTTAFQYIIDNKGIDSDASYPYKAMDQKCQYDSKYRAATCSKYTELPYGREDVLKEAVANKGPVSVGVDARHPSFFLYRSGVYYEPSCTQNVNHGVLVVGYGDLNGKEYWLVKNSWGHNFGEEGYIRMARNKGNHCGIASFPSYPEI
CatL block = inhibitors of human cathepsin L. P07711. purified cathepsin L, fluorogenic substrate, fluorescence. inhibition, %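 (tested at 10 µM)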. 0.17% of 58,000 active. AID 460; in the data active means inhibition above about 45%;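 further: 0% = enzyme with no compound and 100% = no enzyme blank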
FXIa mix inh = inhibitors of human coagulation factor XIa, pooled mixtures; purified FXIa, fluorogenic substrate; P03951; inhibition, % at 5 µM; 0.19% of 62,000 active;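 further: each value is inhibition by a whole ten-compound pool holding the compound; 0% = enzyme with no mixture and 100% = wells lacking enzyme; strong numbers were not always called active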
FXIIa mix inh = blocks human factor XIIa in pooled compound mixtures. AID 684. inhibition, % at 5 µM. purified FXIIa, fluorogenic substrate. P00748. 0.2% of 62,000 active;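 further: 0% = enzyme without compound and 100% = no enzyme blank; some results filed as inactive read as strong as hits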
The depositor's hits bear a star; nt = not tested or not shown. Unless noted, no stated cut-off is given here; in the data, active means inhibition above about 20% (passing the limit was not always enough); inactive means the rest.

SMILES	CatB mixtures	C1s block	CatB block	CatG inh	AP ELISA ortho	CatS inh	CatL block	FXIa mix inh	FXIIa mix inh
COc1ccc(S(=O)(=O)N2CCOCC2)c(Cl)c1Cl	2	-17	0	5	14	5	6	2	-3
COc1ccc(S(=O)(=O)N2CCN(C(=O)CCC3CCCC3)CC2)cc1	1	12	1	7	22	-10	-21	4	7
COc1ccc(OC)c(C2C(C(=O)Nc3ccc(F)cc3)=C(C)Nc3nc(CCCO)nn32)c1 (centres undefined)	4	13	0	7	13	0	11	4	-16
COc1ccccc1N1CCN(C(=O)Nc2cccc(C)c2)CC1	-4	-27	3	3	14	-9	12	0	2
CCOC(=O)CCCCC(=O)c1[nH]c(=O)[nH]c1Cn1ccnc1	0	-11	3	3	12	1	5	10	11
Cc1ccc(-n2nnnc2SCC(=O)N2CCc3ccccc3C2)c(C)c1	2	1	4	0	-3	4	3	2	-1
CCc1ccccc1NC(=O)c1cnc2scc(C)n2c1=O	-5	-52	-1	-4	14	-6	nt	2	3
COc1cc2c(cc1OC)C1=C(C#N)COCN1CC2	6	14	6	10	23	-6	-7	4	1
CC(C)(C)NC(=O)C(Cc1ccccc1)NS(=O)(=O)c1ccc2c(c1)CCC(=O)N2 (centres undefined)	-14	-61	-3	-14	-12	-9	6	-11	10
Cc1ccc(-c2noc(CCC(=O)NCCN3CCN(Cc4ccccc4)CC3)n2)cc1	-4	12	2	11	-6	6	8	5	3
CCn1c(=O)n(CC)c2cc(S(=O)(=O)N3CCC(c4ccccc4)CC3)ccc21	6	-3	1	7	-1	13	0	18	4
O=C1CC(c2ccccc2)n2ncnc2N1 (centres undefined)	4	16	4	12	2	-1	-2	6	13
CCN(c1ccccc1)S(=O)(=O)c1ccc(F)cc1	3	10	1	10	6	-9	6	3	-1
c1cn2c(NC3CCCC3)c(-c3ccc(N4CCOCC4)cc3)nc2cn1	1	10	3	10	8	6	nt	0	0
Cc1ccc(/C(O)=C2\C(=O)C(=O)N(c3cc(C)on3)C2c2cccc(Br)c2)cc1 (centres undefined)	2	3	-1	2	1	7	-1	8	3
Cc1cc(C)n(C(=O)COc2c(C)cccc2C)n1	1	13	3	10	17	0	-8	7	7
COC(=O)C1=C(C)NC2=C(C(=O)CCC2)C1c1coc2ccccc2c1=O (centres undefined)	7	5	-2	-3	16	-13	-4	7	-3
O=C(Nc1cccc(F)c1)N1CC=C(n2c(=O)[nH]c3ccccc32)CC1	3	13	4	6	3	1	14	4	-20
N#Cc1nc(Cc2cccc3ccccc23)oc1NCCCn1ccnc1	-3	-40	-4	-11	-4	0	nt	8	-18
O=C(O)CCC(=O)Nc1ccc2c(c1)oc1ccccc12	-9	-144	nt	-11	0	-19	-3	-26	7
CCOC(=O)c1sc2nc(CSCC(=O)OCc3ccc(C(=O)OC)o3)[nH]c(=O)c2c1C	4	0	-1	-1	6	20	-5	9	0
CC(=O)CC1OC(=O)C(Br)=C1NCc1ccccc1 (centres undefined)	3	-15	2	7	12	-10	-7	1	5
COc1ccc(C2SCC(=O)N2c2c(C)n(C)n(-c3ccccc3)c2=O)cc1 (centres undefined)	1	-15	6	9	13	-6	-1	5	7
COc1cccc(N2C(=O)CC(c3c[nH]c4ccccc34)C2=O)c1 (centres undefined)	1	0	1	-1	12	1	-10	3	4
COC(=O)c1ccc(Cl)c(NS(=O)(=O)c2ccc3c(c2)OCCO3)c1	3	-5	1	9	7	11	15	2	-5
Cc1cc(-c2ccccc2)nc(SCc2ccc(C(=O)O)o2)n1	-10	1	2	12	-1	-2	3	4	3
Cc1noc(C)c1COC(=O)c1ccccc1NC(=O)Cc1ccccc1	5	35*	2	30	21	6	-5	30	3
Cn1nnc2cc(C(=O)N3CCC(c4ccccc4)C3)ccc21 (centres undefined)	-1	4	3	1	0	8	19	0	2
COc1ccc(OC)c(S(=O)(=O)NCc2cn3c(C)csc3n2)c1	-2	-2	2	7	7	9	10	-5	3
COc1ccccc1CN1C(=O)CN(C2CCCC2)C(=O)C1c1ccc(F)cc1 (centres undefined)	3	15	3	7	-1	13	-3	2	2
Oc1c(C(c2ccco2)N2CCOCC2)sc2ncnn12 (centres undefined)	6	14	2	7	24	0	14	7	13
COc1c(S(=O)(=O)N2CCCCC2)ccc2c(S(=O)(=O)N3CCCCC3)cccc12	0	-32	4	-2	12	2	-4	3	4
COC(=O)c1ccccc1NC(=O)N1CCCC1	2	-14	6	-7	-8	0	-8	1	4
CCCCOc1ccc(-c2nc(-c3cccnc3)no2)cc1	-2	-11	-3	-4	-4	6	-1	-2	5
Cc1c(CCC(=O)O)c(=O)oc2cc(O)ccc12	-10	-165	-19	-7	2	-22	nt	-23	2
Cc1ccccc1Cn1nnc(C(=O)Nc2cccc(C)c2C)c1N	4	4	5	8	13	6	0	2	3
CCN1CCc2c(C#N)c(N3CCOCC3)nc(NCc3ccccc3)c2C1	-2	-48	2	-9	6	7	13	-6	0
COC(=O)c1cc(=O)n2c(-c3ccc(OC)cc3)csc2n1	0	-2	-1	9	7	5	-3	7	9
Cn1c(SCc2ccc(C#N)cc2)nnc1-c1cccc(Cl)c1	1	-35	4	5	2	14	21	4	-15
Cc1noc(C)c1COC(=O)COc1ccc2c(C)cc(=O)oc2c1	3	4	1	12	9	9	7	7	-17
COc1ccc(CN2C(=O)c3ccccc3C2C(=O)NCc2cccnc2)c(OC)c1 (centres undefined)	5	27	5	-2	4	21	6	6	17
CN1C=CC(=C2C(=O)c3ccccc3C2=O)C=C1	3	-6	-3	-3	-3	21	21	5	0
CCCCN(CCCC)C(=O)CSc1nnc(-c2cc(OC)c(OC)c(OC)c2)o1	4	-3	-1	0	11	-3	3	2	4
CCCCCCCCNC(C)C(O)c1ccc(SC(C)C)cc1 (centres undefined)	-1	4	-1	7	6	14	14	12	-20
CC[C@H]1OC(=O)C[C@@H](O)[C@H](C)[C@@H](O[C@@H]2O[C@H](C)C[C@H](N(C)C)[C@H]2O)[C@@H](CC=O)C[C@@H](C)C(=O)C=C[C@]2(C)O[C@H]2[C@@H]1C	6	15	3	13	12	-1	11	5	9
COc1cccc(-n2c(C)nnc2SCC(=O)Nc2ccccc2N2CCOCC2)c1	3	-31	1	21	14	5	1	5	5
CCN(CC)CCOC(=O)C1(C2CCCCC2)CCCCC1	6	-29	0	2	1	15	19	10	-1
Cc1ccnc(NS(=O)(=O)c2ccc(NS(=O)(=O)c3cccs3)cc2)n1	-1	4	-6	11	0	6	6	6	2
CC(=O)Nc1ccc(S(=O)(=O)NCCSCc2ccco2)cc1	0	-9	0	-3	9	2	-2	8	4
CC1=C(C(=O)Nc2ccccc2C)C(c2ccccc2)NC(=O)N1 (centres undefined)	1	0	0	-1	14	-4	-9	13	1
O=C(NCc1ccc2c(c1)OCO2)c1ccc(CS(=O)(=O)c2cccc(C(F)(F)F)c2)o1	2	9	5	15	-6	10	20	4	-14
COc1cccc(-n2c(Cc3cc(=O)[nH]c(=O)[nH]3)nnc2SC(C)C)c1	2	3	-1	6	10	0	nt	4	9
Cc1cc(NC(=O)NC(=O)c2ccc(F)cc2F)n[nH]1	6	-28	-1	-1	16	6	8	8	1
CCOC(=O)N1CCC(=C(C#N)C(=O)Nc2cc(OC)ccc2OC)CC1	6	-4	2	9	22	6	0	5	5
O=C(c1cccs1)N1CCN(CCc2ccccc2)CC1	2	19	3	15	2	6	24	2	2
COC(=O)c1ccccc1NC(=O)c1nc2nc(C)cc(C(F)F)n2n1	1	-11	0	-5	-12	9	2	3	16
Cc1cc(O)c2c(-c3ccccc3)cc(=O)oc2c1	3	-2	0	0	-7	3	3	-1	4
O=C(c1cc2ccccc2oc1=O)N(Cc1cccs1)C1CCS(=O)(=O)C1 (centres undefined)	5	-1	6	0	-5	0	nt	3	10
CS(=O)(=O)N(CCc1ccccc1)CC(=O)N1CCCCC1	3	-26	0	0	8	8	15	3	1
O=C(CSc1nnc(Cc2cc(=O)[nH]c(=O)[nH]2)n1-c1ccccc1)N1CCCC1	2	-11	1	-3	3	-10	8	6	10

Sorted by value in AP ELISA ortho (largest number first): 3 of the compounds above
SMILES	CatB mixtures	C1s block	CatB block	CatG inh	AP ELISA ortho	CatS inh	CatL block	FXIa mix inh	FXIIa mix inh
CCCCN(CCCC)C(=O)CSc1nnc(-c2cc(OC)c(OC)c(OC)c2)o1	4	-3	-1	0	11	-3	3	2	4
CC(=O)Nc1ccc(S(=O)(=O)NCCSCc2ccco2)cc1	0	-9	0	-3	9	2	-2	8	4
Cc1cc(O)c2c(-c3ccccc3)cc(=O)oc2c1	3	-2	0	0	-7	3	3	-1	4

Next part:
SMILES	CatB mixtures	C1s block	CatB block	CatG inh	AP ELISA ortho	CatS inh	CatL block	FXIa mix inh	FXIIa mix inh
Cn1cc(C(=O)N2CCN(c3ccccn3)CC2)c(=O)c2cc(S(=O)(=O)N3CCOCC3)ccc21	2	-1	0	0	15	14	16	6	3
O=C(CSc1ccccn1)c1ccc(F)cc1	5	16	2	13	8	-2	-10	7	12
CCOC(=O)COc1cc(=O)n(CC)c2ccccc12	7	4	-2	3	13	6	20	6	3
O=C(O)CCc1nc(-c2ccccc2)no1	-2	-5	0	2	14	0	-4	5	1
CC(C)(C)NC(=O)NC(=O)Cn1cc(C(F)(F)F)ccc1=O	2	6	2	10	3	7	11	2	-10
NC(=O)C1(N2CCCCC2)CCN(C(=O)Nc2ccccc2C(F)(F)F)CC1	4	25*	5	37	9	-11	3	22	6
O=C(Oc1ccc2c(=O)c(Cl)coc2c1)c1ccncc1	-2	-16	-1	-14	-7	-6	4	13	3
CCN1CCCC1CNC(=O)C1CCCN(S(=O)(=O)c2cccc3nsnc23)C1 (centres undefined)	0	-16	0	-4	15	-1	-3	2	-13
COC(=O)c1ccc(OC)c(CSc2nnc(COc3cccc(C)c3)o2)c1	-1	-15	1	-14	-17	6	-6	-7	3
O=C(CCN1C(=O)C2C3C=CC(C3)C2C1=O)NCC1CCCO1 (centres undefined)	1	-11	-1	-3	2	-8	-7	33	3
Cn1c(COc2ccccc2)nnc1SCc1cc(=O)[nH]c2ccccc12	5	16	17	14	10	-1	12	10	10
Cc1nccc2[nH]c(=O)c(C(=O)NC3CCCCC3C)cc12 (centres undefined)	3	19	6	12	10	8	21	5	2
COc1ccc(N2CCN(c3ccc(NC(=O)c4ccc5c(c4)OCO5)cc3C#N)CC2)cc1	2	2	4	8	-5	10	5	-2	10
O=C1CCC(=O)N1OCCCCOc1ccccc1	2	14	4	6	1	-2	14	2	1
O=C(CC(=O)c1cc(Cl)ccc1O)c1ccccc1	0	9	-1	5	22	-1	-3	10	6
O=C(CSc1nnc(NC(=O)c2ccco2)s1)NC1CCCCC1	0	-6	1	-8	-12	7	4	3	-2
CC1(C)CC(=O)C=C(Nc2ccccc2O)C1	3	-36	5	-6	9	-7	8	0	9
CC(=O)Nc1nc2c(c3c1c(=O)oc1ccccc13)CCCC2	4	12	3	12	19	1	-12	1	10
CC(C)N(C(=O)CSc1nnc(-c2cc3ccccc3cc2O)n1Cc1ccco1)C(C)C	-10	-34	2	1	21	-16	-11	-10	2
CCN1CCN(Cc2nc3c(c(=O)[nH]c(=O)n3C)n2Cc2ccccc2Cl)CC1	5	-2	2	3	11	6	24	6	-13
O=C1CCc2cc(S(=O)(=O)N3CCN(c4cccc(C(F)(F)F)c4)CC3)ccc2N1	-9	-55	1	-6	4	1	8	-5	3
CC(=O)Nc1cccc(NC(=O)CCn2cnc3cc(C)c(C)cc32)c1	1	-19	-2	-8	4	-2	-1	-4	0

These rows are one share of the data; the hit share may differ from the screen's.
